From PubChem
HTT aggregate: reduces HttQ103-GFP aggregates in PC12 cells; PC12 HttQ103-GFP aggregates, Acumen cytometry, 40 h; Potency, µM (series often up to 46.1 µM), inactives show at the highest dose activity change, negative = inhibition, actives largely listed as inhibitors; actives 1.1% (n = 220,000); also: potency is read from the fitted curve at half-maximal effect; % is scaled to controls: 0 for no effect and ±100 for the full control effect; nearly all actives have a fitted effect of over 60% in size
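Inducible Q103 Huntingtin exon 1–GFP PC12 line, 1500 cells/well in phenol red free DMEM with 5% equine and 5% calf serum. Tebufenozide 100 nM induced expression; compounds titrated; aggregates quantified by cytometry.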
CBFb RUNX1 block: blocks binding between human CBF-beta and RUNX1; Potency, µM (top dose mostly 59.8 µM), without a hit: at the highest dose activity, negative = inhibition, actives largely listed as inhibitors; AID 1477; 230,000 tested, under 10 active; Q01196+Q13951; AlphaScreen CBFb-His/RUNX1-biotin binding, biochemical; also: % of control where 0% means no effect
Target sequence (Q01196 whole entry, looked up): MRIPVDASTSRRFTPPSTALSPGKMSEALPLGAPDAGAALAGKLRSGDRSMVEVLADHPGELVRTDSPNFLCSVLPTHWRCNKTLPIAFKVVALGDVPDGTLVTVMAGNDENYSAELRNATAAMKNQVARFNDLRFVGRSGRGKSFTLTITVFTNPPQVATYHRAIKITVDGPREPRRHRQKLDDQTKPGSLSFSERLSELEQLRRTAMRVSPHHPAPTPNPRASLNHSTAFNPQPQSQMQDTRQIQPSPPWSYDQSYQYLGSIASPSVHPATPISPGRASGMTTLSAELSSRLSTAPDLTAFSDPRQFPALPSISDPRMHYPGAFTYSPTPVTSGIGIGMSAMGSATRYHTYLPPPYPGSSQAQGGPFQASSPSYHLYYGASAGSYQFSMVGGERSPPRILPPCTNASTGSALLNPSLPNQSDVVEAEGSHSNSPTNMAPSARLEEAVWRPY
Target sequence (Q13951 whole entry, looked up): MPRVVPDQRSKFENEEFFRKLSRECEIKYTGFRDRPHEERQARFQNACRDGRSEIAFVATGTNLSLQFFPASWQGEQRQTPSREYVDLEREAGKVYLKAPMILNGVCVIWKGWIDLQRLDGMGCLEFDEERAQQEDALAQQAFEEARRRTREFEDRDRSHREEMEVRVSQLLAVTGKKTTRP
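Room-temperature protein-protein interaction test with 30 nM each of His-tagged CBF-beta and biotinylated RUNX1, 15 min with compound, then 90 min with nickel plus streptavidin beads. Signal read in AlphaScreen mode.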
HTT cytoprotect: Huntington cell model cytoprotection by ATP luminescence. PC12 HTT-Q103 induced, cytoprotection, ATP luminescence, 40 h. Potency, µM (series often up to 56.4 µM), for inactives: cytoprotection (ATP increase), usual class: activators. actives 0.14% (n = 230,000);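 also: potency is read from the fitted curve at half-maximal effect; % of control where 0% means no effect; nearly all actives have a fitted effect of over 45% in size; toxic huntingtin expression switched on by the ecdysone agonist tebufenozide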
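PC12 cells stably carrying ecdysone-inducible Htt exon 1 (Q103)–GFP were induced with 100 nM tebufenozide (final) alongside library compounds in a dose series. Cytoprotection was scored as retained ATP by ATPlite luminescence.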
SMN2 splice enh: SMN2 splice variant enhancement; Potency, µM (highest dose often 46.1 µM), without a hit: top-dose activity change, positive = activation, hits mostly activators; HEK293 SMN2-luciferase splicing reporter, luminescence, 30-36 h; actives 2.8% (n = 210,000); also: potency is read from the fitted curve at half-maximal effect; % of control where 0% means no effect; nearly all actives have a fitted effect of over 55% in size
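qHTS luciferase splicing reporter: luminescence rises when SMN2 exon 7 is included in transfected HEK293 cells. Compound exposure lasted 30-36 h at 37C, with 4.5 mM final sodium butyrate as control, followed by a ONE-Glo read.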
Lamin A splicing: LMNA splicing modulation. HeLa LMNA splicing GFP/RFP minigene ratio, 48 h. Potency, µM (titrated, usually from 46.1 µM), for the others: at the highest dose ratio change, negative = inhibition, usual class: inhibitors. actives 0.01% (n = 200,000); active = well fitted inhibition curve with a large enough effect in the signal ratio, with a control signal flat, not every such curve was filed as active; inconclusive = small, poorly fitted or top-dose-only effect, or effect the other way, or a change in a side signal; the % refers to the signal ratio; also: potency is read from the fitted curve at half-maximal effect; % is scaled to controls: 0 for no effect and ±100 for the full control effect
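S3 HeLa cells stably expressing lamin A-EGFP splicing minigene plus DsRed2, 600 cells/well, 48 h compound exposure at 37C. Laser-scanning cytometry; analysed as GFP (500-530 nm)/RFP (575-640 nm) total intensity ratio; 0.5% DMSO vehicle.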
IMPase Li cell: membrane-permeable IMPase blocker, potentiated with lithium | actives 0.35% (n = 210,000) | Potency, µM (series often up to 59.4 µM), for inactives: top-dose activity, negative = IMPase inhibition, hits mostly inhibitors | AID 1457 | CHO-M1 cells, IP1 TR-FRET (IP-One), carbachol + lithium;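 also: IP1 builds up when IMPase is blocked and the TR-FRET signal falls; potency is read from the fitted curve at half-maximal effect; plate controls were basal vehicle for no effect and high inhibitor control for full effect; nearly all actives have a fitted effect of over 50% in size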
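IP1 accumulation measured by competitive TR-FRET in lysed CHO-M1 cells after 30 min compound exposure at 37C, with a small lithium addition to potentiate weak responses. Hill-equation AC50 from ratio and donor-channel data.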
KinaseGlo FLuc: blocks Kinase-Glo luciferase, a counter-screen artifact; AID 1379; Kinase-Glo luciferase, ATP luminescence, 8 min; Q27757; actives 0.28% (n = 200,000); Potency, µM (titrated, usually from 38.3 µM), without a hit: at the top dose activity change, negative = inhibition, actives largely listed as inhibitors; also: potency is read from the fitted curve at half-maximal effect; % is scaled to controls: 0 for no effect and ±100 for the full control effect; nearly all actives have a fitted effect of over 60% in size
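Recombinant Kinase-Glo luciferase, 10 uM ATP (linear range), luciferin; imidazole pH 7.2 / KCl / MgCl2 / Tween / BSA buffer; 8 min RT; luminescence.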
Numbers without * were called inactive; ? = inconclusive; nt = not tested or not shown; & = joins results of further samples; [ ] = remark or other dose. Unless noted, calls follow the shape of the dose curve; as a rule, active = well fitted curve in the direction sought with a large enough effect; inconclusive = small, poorly fitted or top-dose-only effect, or another doubt; inactive = no such curve, though single readings can be large; an effect the other way counts as inactive or inconclusive.

SMILES | HTT aggregate | CBFb RUNX1 block | HTT cytoprotect | SMN2 splice enh | Lamin A splicing | IMPase Li cell | KinaseGlo FLuc
CSc1cccc(NC(=O)CN(C)S(=O)(=O)c2ccccc2)c1 | -21.7% | 7.9% | 0.7% | 14.6% | -6.8% | 3.0%[38.3 µM] | 0.4%
CCOc1ccccc1NC(=O)C1=C(C)NC(=O)NC1c1cccs1 (configuration not stated) | 10.5%[9.22 µM] | -8.2% | 2.9%[10 µM] | nt | ? | 8.7% | 6.1%
Cc1csc(SCCn2c(N3CCOCC3)nc3c2c(=O)[nH]c(=O)n3C)n1 | 22.8% | 0.6% | -4.1% | 9.4% | -12.0% | 26.8%[38.3 µM] | 3.8%
O=C(Nc1ccccc1)c1nnsc1S(=O)(=O)c1ccc(Cl)cc1 | ? | 0.9% | -101.9%[inhibitor] | -7.5% | ? | 11.2%[38.3 µM] | -1.7%
CCN1C(=O)C(CC(=O)Nc2c(C)cccc2C)Nc2cc(S(=O)(=O)N(C)C)ccc21 (configuration not stated) | 15.4% | 1.0% | -5.8%[10 µM] | 8.3% | nt | 5.5% | 4.0%
CCOC(=O)c1ccc(N=Cc2nc3ccccc3n2C)cc1 | 11.0% | 4.6% | -3.3% | -13.7% | 8.5% | -8.6%[38.3 µM] | 5.3%
CCCc1cc(=O)[nH]c(SCC(=O)N2CCN(c3ccc(F)cc3)CC2)n1 | -6.6% | 4.3% | 5.6% | 10.6% | 12.5% | 10.3%[38.3 µM] | 2.3%
O=[N+]([O-])c1ccc(Sc2cccc3cccnc23)c([N+](=O)[O-])c1 | ? | nt | ? | -10.9% | -11.6% | 23.7%[38.3 µM] | -2.0%
COC(=O)c1ccc(OC(=O)CCN2C(=O)C3C4c5ccccc5C(c5ccccc54)C3C2=O)cc1 (configuration not stated) | -2.2% | -0.7% | -15.5%[10 µM] | -1.1% | -7.6% | -2.7% | -3.6%
O=C(CSCc1ccccc1F)NCc1ccccc1 | 12.1% | -2.3% | nt | ? | nt | 0.0% | 2.8%
COCCN(C(=O)CSc1nnc2cc(C)c3ccccc3n12)c1c(N)n(Cc2ccccc2)c(=O)[nH]c1=O | ? | -5.5% | -10.1%[10 µM] | -20.0% | ? | -10.0% | 1.1%
Cc1c(-c2ccccc2)oc2nc3c(c(=O)n(C)c(=O)n3C)n12 | 21.1% | 9.0% | -6.3% | -17.3% | 3.8% | 4.8%[38.3 µM] | -2.3%
COc1cccc(-c2ccc3ncnc(NC4CC4)c3c2)c1 | nt | nt | -222.2%[inhibitor] | nt | ? | 15.3% | nt
Cc1ccc2c(c1)nnn2C1CCN(C(=O)NC23CC4CC(CC(C4)C2)C3)CC1 | 2.0% | 0.7% | 11.1%[10 µM] | -2.9% | -7.8% | 2.4% | 1.1%
CCc1ccc(N2CN=c3s/c(=C\c4ccccc4)c(=O)n3C2)cc1 | -17.6%[9.22 µM] | -2.0% | -6.6%[10 µM] | nt | nt | nt | nt
CC(C)(C)C(=O)Nc1nc2cc3c(cc2s1)OCO3 | -17.3%[9.22 µM] | 2.3% | 0.8%[10 µM] | nt | nt | nt | nt
COc1ccc(C(=O)Nc2ccccc2C(=O)N/N=C/c2ccccc2OC)cc1 | 2.8% | -2.7% | -51.4%[inhibitor] | 4.8% | 9.7% | -1.8%[38.3 µM] | 6.31µM*
COc1ccc2c(c1)c(CC(=O)Nc1cc(C)ccc1C)c(C)n2C(=O)c1ccc(Cl)cc1 | -5.4% | 11.2% | 13.3%[10 µM] | -11.9% | ? | 9.1% | 1.0%
OCCCc1nc2ccccc2n1CCOc1ccccc1 | -1.6% | 1.3% | -25.1% | -3.3% | 8.7% | 0.1%[38.3 µM] | -4.1%
O=c1[nH]cc(I)cc1I | 1.5%[9.22 µM] | nt | 0.7%[10 µM] | nt | -10.2%[46 µM] | nt | nt
CO/N=C/C1C(=O)NN=C1c1ccccc1 (configuration not stated) | 15.9% | 9.2% | -15.6% | 6.8% | -3.7%[46 µM] | 0.9% | -0.6%
CCN(C(=O)CCN1C(=O)c2ccccc2C1=O)C1CCCCC1 | 7.4% | 5.0% | -12.0% | -0.7% | 5.1% | -11.6%[38.3 µM] | -8.2%
Cc1c(O)ccc2c(=O)c(-c3nncn3-c3ccccc3)coc12 | -6.5% | 2.4% | -35.8% | -2.1% | -4.5%[46 µM] | 0.3% | 0.1%
O=C(O)c1cc(S(=O)(=O)N2CCCC2)ccc1Br | -10.7% | -2.4% | -9.4%[10 µM] | 0.1% | 0.9% | -5.4%[38.3 µM] | 9.8%
Cc1ccc(OCCN2CCN(c3nc(NCc4ccco4)c4ccccc4n3)CC2)cc1 | -24.1% | -5.0% | 6.9%[0.074 µM] | -94.1%[inhibitor] | ? | 27.2% | -3.7%
CCO[C@@H]1OC(C(=O)N2CCOCC2)=C[C@H](c2cn(C(C)=O)c3ccccc23)[C@H]1CCCO | -8.3%[9.22 µM] | 9.3% | 6.3%[10 µM] | nt | nt | -7.4% | nt
COc1ccc(-c2cc(N)n(S(=O)(=O)c3ccc(C)cc3)n2)c(OC)c1 | -8.8% | -4.3% | -4.2% | 0.0% | 0.0% | 5.4%[38.3 µM] | -1.0%
CCOc1cc(C2c3c(oc4ccccc4c3=O)C(=O)N2c2nccs2)ccc1O (configuration not stated) | -32.3%[9.22 µM] | -0.2% | -20.6%[10 µM] | nt | nt | nt | nt
Cc1cnc(CNc2ccnc(-c3cccc(NS(C)(=O)=O)c3)n2)cn1 | nt | nt | -20.1% | nt | -4.3% | 5.5% | nt
COc1ccc(Oc2ncc3ncc(=O)n(CCC#N)c3n2)cc1 | nt | nt | 15.3% | 0.2% | nt | 1.0% | 0.0%
COc1ccc2cc(CN(Cc3cccs3)Cc3nnnn3Cc3ccccc3)c(=O)[nH]c2c1 | ? | -8.4% | 22.0%[10 µM] | 18.5% | ? | 7.1% | 1.1%
CC(=O)Nc1ccccc1NC(=O)CN(C)S(=O)(=O)c1ccc(C)cc1 | -0.3% | -1.3% | 5.7% | ? | -6.7% | 18.5%[38.3 µM] | 0.4%
Cc1onc(-c2ccccc2Cl)c1C(=O)N1CCN(Cc2ccc3c(c2)OCO3)CC1 | 2.5%[9.22 µM] | -1.0% | 19.9%[10 µM] | -20.3% | nt | 6.6% | -2.2%
Cc1nn(-c2ccccc2)c(N)c1C1(O)C(=O)N(C)c2ccccc21 (configuration not stated) | 0.1% | -0.7% | nt | -6.5% | 0.9% | 2.4% | 2.7%
Cc1nc(SCC(=O)Nc2cc(Cl)ccc2[N+](=O)[O-])nc(C)c1C | 2.5% | -26.7% | 2.9%[10 µM] | -14.2% | -6.4% | 1.2% | 0.6%
O=C(CN1CCOCC1)NC1C2CC3CC(C2)CC1C3 (configuration not stated) | 29.0% | 6.0% | 19.8% | -1.8% | 8.0% | 11.0%[38.3 µM] | -2.9%
COc1cc(C(=O)NCC(c2ccccc2)N(C)C)ccc1OCC(=O)N1CCOCC1 (configuration not stated) | 16.9% | 17.7% | 8.0%[10 µM] | -1.4% | -21.8%[46 µM] | 13.4% | 0.4%
O=C(/C=C\c1ccc2c(c1)OCO2)CC1(O)C(=O)Nc2ccccc21 (configuration not stated) | -9.7%[9.22 µM] | 6.2% | -0.3%[10 µM] | nt | nt | nt | nt
Cc1ccc(Cn2c(=O)n(-c3ccccc3)c(=O)c3ccc(C(=O)NCc4ccco4)cc32)cc1 | 6.3% | 2.7%[2.36 µM] | nt | -8.8%&-8.4% | ? | 12.3% | -2.9%
CC/C(=C(/CC)c1ccc(O)cc1)c1ccc(O)cc1 | -26.5%&11.2% | 26.6% | -56.3%&-20.4%&-50.3%&-31.6%[inhibitor] | -49.2%&-4.6%&-9.5%[inhibitor] | ? | 30.7%&20.4%&19.3%[activator] | -2.7%&-0.6%
COC(=O)C1=C(COc2ccc(F)cc2)NC(=O)NC1c1ccc(C)cc1C (configuration not stated) | 8.9% | 2.7% | -16.1% | -29.3% | -6.7% | 8.4%[38.3 µM] | -1.3%
O=C(CNC(=O)c1ccco1)OCc1ccc(C(=O)c2ccccc2)cc1 | -0.9% | -0.8% | 12.1%[10 µM] | 0.3% | ? | 1.3% | 1.3%
N#Cc1nc(-c2ccccc2)oc1N1CCCCC1 | 14.2% | -12.9% | -13.0%[0.074 µM] | -17.9% | ? | -12.5%[38.3 µM] | 10.0%
OCCN1CCN(C(=S)c2ccc(Br)cc2)CC1 | 10.1% | 1.3% | 3.0% | -10.7% | 2.5% | 6.3%[38.3 µM] | -1.5%
CC1=CCC(COC(=O)Nc2ccccc2)CC1 (configuration not stated) | -31.0% | ? | -14.7% | 17.8µM* | 4.1% | 7.7%[38.3 µM] | ?
CCOC(=O)CSc1cccc2cccnc12 | ? | ? | -13.1%[0.074 µM] | 1.8% | -10.6% | -2.0% | 1.4%
C/C(=N/O)c1no[n+]([O-])c1/C(C)=N\O | 1.4%[9.22 µM] | 7.9% | -1.2%[10 µM] | nt | nt | nt | nt
COC(=O)C(NS(=O)(=O)c1ccc(NC(C)=O)cc1)C(C)C (configuration not stated) | 4.4% | -4.5% | 3.5% | -10.7% | 0.8% | -7.2%[38.3 µM] | 1.0%

An excerpt of these results, as labelled records.
Cc1nn(-c2ccccc2)c(N)c1C1(O)C(=O)N(C)c2ccccc21 (configuration not stated)
  HTT aggregate: 0.1%; CBFb RUNX1 block: -0.7%; HTT cytoprotect: nt; SMN2 splice enh: -6.5%; Lamin A splicing: 0.9%; IMPase Li cell: 2.4%; KinaseGlo FLuc: 2.7%
CC1=CCC(COC(=O)Nc2ccccc2)CC1 (configuration not stated)
  HTT aggregate: -31.0%; CBFb RUNX1 block: ?; HTT cytoprotect: -14.7%; SMN2 splice enh: 17.8µM*; Lamin A splicing: 4.1%; IMPase Li cell: 7.7%[38.3 µM]; KinaseGlo FLuc: ?
COc1cc(C(=O)NCC(c2ccccc2)N(C)C)ccc1OCC(=O)N1CCOCC1 (configuration not stated)
  HTT aggregate: 16.9%; CBFb RUNX1 block: 17.7%; HTT cytoprotect: 8.0%[10 µM]; SMN2 splice enh: -1.4%; Lamin A splicing: -21.8%[46 µM]; IMPase Li cell: 13.4%; KinaseGlo FLuc: 0.4%
O=C(CNC(=O)c1ccco1)OCc1ccc(C(=O)c2ccccc2)cc1
  HTT aggregate: -0.9%; CBFb RUNX1 block: -0.8%; HTT cytoprotect: 12.1%[10 µM]; SMN2 splice enh: 0.3%; Lamin A splicing: ?; IMPase Li cell: 1.3%; KinaseGlo FLuc: 1.3%
